NCI-60 one-dose screen, 48 h, at 10 µM unless noted. Numbers give growth in % (100 = growth as untreated, 0 = no growth, -100 = all killed).
SN12C: SN12C renal cancer cells. hit rate 3.8% among 81,000. AID 1794767
RXF 393: RXF 393 renal cancer cells | hit rate 6.9% among 77,000 | AID 1794773
TK-10: TK-10 renal cancer cells | hit rate 3.9% among 81,000
786-0: 786-0 renal cancer cells | hit rate 5.1% among 81,000 | AID 1794775
ACHN: ACHN renal cancer; hit rate 4.9% among 81,000; AID 1794771
SK-OV-3: SK-OV-3 ovarian cancer cells | AID 1794785 | hit rate 3.2% among 80,000
UO-31: UO-31 renal cancer; hit rate 5.2% among 81,000; AID 1794768
IGROV1: IGROV1 ovarian cancer. hit rate 4.7% among 79,000
Numbers without * were called inactive; / = no result given; & = joins results of further samples. Rule for the calls: active = growth percent below 10; inactive = the rest. Only part of the results is shown; the hit share may differ from the screen's.

SMILES | SN12C | RXF 393 | TK-10 | 786-0 | ACHN | SK-OV-3 | UO-31 | IGROV1
CN(C)C(OCCCC(=O)O)C(Cl)(Cl)Cl (stereo not drawn) | 105 | / | 107 | 105 | 97 | 100 | 97 | 112
COc1ccc(C=O)cc1O | 90 | 92 | 84 | 94 | 100 | 104 | 86 | 95
CC/C(=C/c1ccc(OC)cc1)[N+](=O)[O-] | -44* | -80* | -9.5* | -84* | -43* | 104 | -62* | 12
COc1ccc(CN2CCN(Cc3ccccc3)CC2)c(O)c1 | 91 | 105 | 100 | 95 | 87 | 96 | 69 | 91
COc1cccc(C2CCN(C)C2)c1 (stereo not drawn) | 109 | 107 | 103 | 111 | 104 | 105 | 82 | 104
O=C(O)C(O)(c1ccccc1)C1CCCC1 (stereo not drawn) | 95 | 118 | 98 | 100 | 93 | 105 | 100 | 110
CCC1(c2ccc(C)cc2)C(=O)NC(=S)NC1=O | 104&95 | 114&108 | 105&112 | 101&109 | 105&96 | 110&107 | 88&92 | 125&127
CC1(C)N=C(N)N=C(N)N1c1ccc(CCCCc2ccc(S(=O)(=O)F)cc2)c(Cl)c1 | / | 43 | 23 | 22 | 22 | 42 | 60 | 29
COc1cc(C#N)cc2nc(C)oc12 | 122 | 148 | 102 | 98 | 103 | 105 | 89 | 109
C#CCOC(=O)Cc1ccccc1 | 97 | 99 | 106 | 105 | 102 | 94 | 93 | 116
Cc1cccc(-c2nc3c(s2)CC[C@@]2(C)C3=CC[C@@H]3[C@@H]2CC[C@]2(C)C(=O)CC[C@@H]32)c1 | 96 | 125 | 118 | 108 | 103 | 114 | 96 | 105
CC1(C)N=C(N)N=C(N)N1c1ccc(CCCC(=O)Nc2ccccc2S(=O)(=O)F)cc1 | 98 | 101 | 106 | 116 | 100 | 107 | / | /
COc1ccc(S(=O)(=O)Nc2c(/C=C\c3cc(OC)c(OC)c(OC)c3)ccc(OC)c2O)cc1OC | 31 | 25 | 71 | 14 | 30 | 9.9* | 49 | 24
Nc1cccc(SC2CC(=O)N(c3ccc(Cl)cc3C(=O)c3ccccc3)C2=O)c1 (stereo not drawn) | 95 | 101 | 105 | 84 | 88 | 109 | 56 | 91
C[C@]12CC[C@H]3[C@@H](CC=C4c5sc(-c6ccccc6O)nc5CC[C@@]43C)[C@@H]1CC[C@@H]2O | 83 | 53 | 100 | 59 | 67 | 73 | 62 | 79
CN1C(=O)C(=Cc2cn(C(=O)c3ccc(Cl)cc3)c3ccccc23)C(=O)N(C)C1=O | 92 | 67 | 148 | 103 | 88 | 76 | 85 | 51
CC(C#N)c1ccccc1 (stereo not drawn) | 106&102 | 121&82 | 113&99 | 105&94 | 109&106 | 109&93 | 89&91 | 107&107
Brc1ccc(Br)cc1 | 101 | 112 | 120 | 102 | 104 | 106 | 84 | 98
CCCCC1(CCC(C)C)C(=O)NC(=O)NC1=O | 100 | 105 | 102 | 96 | 108 | 95 | 92 | 107
CCCCCCCCCCCCOc1ccc(C(=O)Oc2ccc(CSP3(=O)OCC4OC(n5cnc6c(N)ncnc65)C(F)C4OP(=O)(O)OCC4OC(n5ccc(=O)[nH]c5=O)C(F)C4O3)cc2)cc1 (stereo not drawn) | 109 | 61 | 77 | 89 | / | 110 | 93 | 97
O=C1NC(=O)C(Nc2ccc(Cl)c(Cl)c2)C(=O)N1 | 99 | 109 | 125 | 101 | 86 | 110 | 86 | 109
O=C(/C=C/c1sc(N(CCCl)CCCl)nc1Cl)c1ccc(F)cc1 | 100 | 120 | 130 | 98 | 90 | 85 | 62 | 107
CCOP(=O)(CC(=O)c1ccccc1)OCC | 110 | 116 | 101 | 99 | 105 | 105 | 98 | 107
CC1(C)N=C(N)N=C(N)N1c1cccc(CCCCc2cccc(S(=O)(=O)F)c2)c1 | 37 | 70 | 52 | 24 | 86 | 60 | 83 | 20
CCCCCCCCCCCC(=O)OOC(=O)CCCCCCCCCCC | 105 | 97 | 99 | 100 | 109 | 90 | 98 | /
C[C@]12C=CC(=O)C[C@@H]1CC[C@@H]1[C@@H]2CC[C@]2(C)[C@@H](O)[C@@H](O)C[C@@H]12 | 106 | 118 | 118 | 104 | 96 | 117 | 107 | 116
COC(=O)[C@@H](C)C[C@H](Cc1ccccc1)NC(=O)c1csc([C@@H](C[C@H](C(C)C)N(C)C(=O)[C@@H](NC(=O)[C@H]2CCCCN2C)C(C)C)OC(C)=O)n1 | 23 | 75 | / | 4.1* | 13 | 13 | 42 | 26
C=CCNC(=O)C(Br)C(C)C (stereo not drawn) | 105 | 102 | 96 | 98 | 101 | 105 | 94 | 108
Cc1ccc(CNc2nc3ccc(OC/C(=C/F)CN)cc3o2)cn1 | -37* | 69 | 72 | 92 | 99 | 105 | 58 | 78
Cc1cc(C)c(CCN(C)C)c(C)c1 | 106&98 | 112&100 | 111&88 | 99&99 | 106&102 | 111&100 | 102&88 | 123&100
Cc1cccc(NP2(=O)NCCCN2)c1 | 101 | 120 | 103 | 106 | 111 | 109 | 82 | 110
CC(C)(Br)C(=O)c1ccco1 | 91 | 97 | 114 | 111 | 96 | 109 | 91 | 113
N#[N+]c1cnc([O-])[nH]c1=O | 85 | / | 93 | 94 | 94 | 94 | 39 | /
O=C(/C=C/c1ccc(Br)cc1)c1nc2ccccc2n1Cc1ccc(Br)cc1 | 8.3* | -82* | 24 | -81* | -38* | 79 | -66* | -18*
O=c1[nH]cc(N(CCCl)CCCl)c(=O)[nH]1 | 59 | 69 | 87 | 45 | 15 | 93 | 43 | 50
C#C[C@](C)(O)CC | 105 | 125 | 105 | 104 | 108 | 105 | 94 | 111
Nc1ccccc1-c1ccccc1 | 96 | 109 | 99 | 103 | 113 | 109 | 98 | 131
CC12OOC(C)(OO1)C2CCC(=O)NCCNc1ccnc2cc(Cl)ccc12 (stereo not drawn) | 99 | 102 | 121 | 107 | 97 | 91 | 76 | 89
CC1CC2CC(=O)CCC2(C)C2CCC3(C)C(O)CCC3C12 (stereo not drawn) | 101 | 92 | 95 | 86 | 103 | 111 | 95 | 100
CCn1c2ccccc2c2cc(C(=O)c3ccc(C)c4ccccc34)ccc21 | 23 | 15 | 38 | 18 | 24 | 25 | 30 | 21
CSc1nc(Cl)c(Br)c(N2CC2)n1 | 112 | 108 | 109 | 113 | 91 | 103 | 55 | /
CN(C)COC(=S)SP(=O)(Oc1ccccc1)SC(=S)OCN(C)C | 99 | 146 | 111 | 109 | 106 | 104 | 86 | 108
Cc1ccc2nc(N)n(-c3ccccc3)c(=O)c2c1 | 101 | 101 | 103 | 95 | 101 | 114 | 105 | 104
BrCc1ccc(Br)cc1 | 105 | 96 | 114 | 106 | 115 | 110 | 99 | 108
CCn1nnn(Cc2ccccc2)c1=N | 103 | 96 | 98 | / | 108 | 107 | 91 | 111
CC(C)(C)n1cc(C(=O)c2ccccc2)cc1-c1ccccc1 | 89 | 88 | 77 | 68 | 79 | 93 | 69 | 85
C1CC[C@@H]2NCCC[C@H]2C1 | 102 | 109 | 95 | 94 | 117 | 85 | 98 | 110
CC(N)C(O)c1ccc(O)cc1 (stereo not drawn) | 102 | 112 | 104 | / | 100 | / | 88 | 121
OCCN1CCN(c2ccccc2Cl)CC1 | 105 | 140 | 130 | 112 | 107 | 98 | 85 | 107
O=C(O)CCc1c[nH]c2ccc(N(CCCl)CCCl)cc12 | 91 | 107 | 102 | 107 | 97 | 104 | 90 | 83
C[C@]1(O)CC[C@H]2[C@@H]3CCC4=CC(=O)C=C[C@]4(C)[C@@]3(Cl)[C@@H](Cl)C[C@@]21C | 104 | 110 | 110 | 104 | 99 | 89 | 90 | 89
CCOP(=S)(OCC)Oc1ccc(Sc2ccc(OP(=S)(OCC)OCC)cc2)cc1 | 101 | 104 | 103 | 96 | 110 | 101 | 71 | 97
O=c1[nH]cnc2[se]c3c(c12)CCCCC3 | 104 | 114 | 158 | 111 | 103 | 104 | 75 | 105
C#CC(O)(CC)CC | 101 | 115 | 110 | 102 | 117 | 95 | 92 | 108
Nn1cnnc1 | 94 | 111 | 99 | 100 | 111 | 107 | 93 | 108
OC1CC2(Cl)C(Cl)=C(Cl)C1(Cl)C2(Cl)Cl (stereo not drawn) | 94 | 104 | 98 | 99 | 105 | 124 | 98 | 124
CN1C2CCC1[C@@H](COC(=O)c1ccccc1)[C@@H](O)C2 (stereo partly drawn) | 105 | / | 131 | 108 | 105 | 107 | 92 | /
COCCCNP1(=O)OCC(C)([N+](=O)[O-])CO1 (stereo not drawn) | 95 | 123 | 124 | 107 | 102 | 102 | 90 | 113
CC(=O)C1CC2c3ccccc3C1c1ccccc12 (stereo not drawn) | 98 | 100 | 99 | 94 | 105 | 95 | 91 | 95
CN1CCN(c2nc(N)cc(=O)[nH]2)CC1 | 82 | 133 | 106 | 115 | 107 | 107 | 97 | 115

Carrying on.
SMILES | SN12C | RXF 393 | TK-10 | 786-0 | ACHN | SK-OV-3 | UO-31 | IGROV1
CC(=O)Oc1ccccc1C(=O)NCCC[Se]C#N | -17* | -7.8* | -66* | 104 | 6.6* | 33 | -38* | 11
Nc1ccc(P(=O)(O)O)cc1 | 101&103 | 102&117 | 97&119 | 91&113 | 105&99 | 108&104 | 92&91 | 111&98
C=C(C(=O)OC1CC2CCC(C1)[N+]2(C)[O-])c1ccccc1 (stereo not drawn) | 107 | 114 | 98 | 107 | 104 | 96 | 86 | 131
c1ccc(CCN2CCCCC2Cc2ccccc2)cc1 (stereo not drawn) | 99 | 117 | 97 | 102 | 95 | 106 | 75 | 92
CN(C)COC(=S)SP(=O)(Oc1ccc(Cl)cc1Cl)SC(=S)OCN(C)C | 102 | 140 | 109 | 112 | 105 | 114 | 92 | 100
Cc1ccccc1NC(=O)CCl | 102 | / | / | 101 | 106 | 114 | 87 | 100
COP(=O)(OC)C(O)c1ccc(Cl)cc1 (stereo not drawn) | 108 | 108 | 97 | 101 | / | 111 | 83 | 103
CN(N=O)C1CCS(=O)(=O)C1 (stereo not drawn) | 100 | 94 | 143 | 95 | 97 | 113 | 46 | /
Cc1ccc(-n2c(=S)[nH]c3ccccc3c2=O)cc1F | 94 | 111 | 116 | 118 | 102 | 93 | 75 | 104
OC1CCCCC1N1CCC(c2ccccc2)CC1 (stereo not drawn) | 109 | 124 | 99 | 93 | 109 | 104 | 83 | 112
COc1ccc(-c2nc(C#N)c(N3CCC(S(=O)(=O)F)CC3)o2)cc1 | 98 | 88 | 141 | 73 | 85 | 114 | 70 | 99
C[C@]12CC[C@H]3[C@@H](C[C@@H]4SC(N)=N[C@@]45C/C(=N/O)CC[C@]35C)[C@@H]1CCC2=O | 104 | 109 | 103 | 109 | 88 | 109 | 93 | 99
C[C@]12CC[C@H]3[C@@H](C[C@@H]4SC(Nc5cccc(F)c5)=N[C@@]45CC(=O)CC[C@]35C)[C@@H]1CCC2=O | 29 | -28* | 20 | -14* | 1.6* | -18* | -27* | 60
CCCOC(=O)CCl | 101 | 88 | 101 | 103 | 102 | 115 | 91 | 104
CC(C)CCON=O | 102 | 106 | 123 | 109 | 105 | 112 | 93 | 103

Two compounds from above, limited to TK-10:
Structure	TK-10
Cc1ccc(-n2c(=S)[nH]c3ccccc3c2=O)cc1F	116
OC1CCCCC1N1CCC(c2ccccc2)CC1 (stereo not drawn)	99

New compounds follow.
SMILES | SN12C | RXF 393 | TK-10 | 786-0 | ACHN | SK-OV-3 | UO-31 | IGROV1
CCC(=O)O[C@H]1CCC2C3CCC4=CC(=O)CC[C@]4(C)C3CC[C@@]21C (stereo partly drawn) | 90 | 120 | 92 | 99 | 105 | 109 | 79 | 102
C=CCC1(C(C)CCC)C(=O)NC(=S)N(C)C1=O (stereo not drawn) | / | 108 | 104 | 93 | 97 | 91 | 82 | /
C[C@]12CC[C@H]3[C@@H](C[C@@H]4SC(c5ccc(F)cc5)=N[C@@]45CC(=O)CC[C@]35C)[C@@H]1CCC2=O | 99 | 112 | 112 | 116 | 104 | 104 | 97 | 117
NC(=O)C(CCl)NCc1ccccc1 (stereo not drawn) | 99 | 111 | 93 | 99 | 109 | 61 | 86 | 107
O=C1NC(=O)C(Cc2ccccc2)(Cc2ccccc2)C(=O)N1 | 104 | 113 | 99 | 99 | 114 | 89 | 79 | 114
CC12CC(=O)C3C(CCC4CC=CCC43C)C1CCC2=O (stereo not drawn) | 95 | 92 | 98 | 97 | 108 | 115 | 81 | 93
CNC(=O)Oc1ccc(N=Nc2ccccc2)cc1 | 102 | 109 | 115 | 88 | 118 | 108 | 76 | 109
C1CC2NCCC3NCCC(N1)N32 (stereo not drawn) | 99 | 109 | 95 | 112 | 103 | 105 | 118 | 107
ClCc1ccc(CCl)c(Cl)c1 | 97 | 102 | 100 | 106 | 107 | 106 | 89 | 100
Cc1nc(CCN2CCCCC2)cs1 | 101 | 112 | 91 | 94 | / | 105 | 92 | 109
C1CCC2CNCC2C1 (stereo not drawn) | 116 | 99 | 87 | 107 | 107 | 106 | 102 | 105
CCCCC(Br)C(=O)OCC (stereo not drawn) | 102 | 113 | 101 | 103 | 109 | 111 | 90 | 109

An excerpt of these results, in CSV form:
molecule,SN12C,RXF 393,TK-10,786-0,ACHN,SK-OV-3,UO-31,IGROV1
C[C@]12CC[C@H]3[C@@H](C[C@@H]4SC(c5ccc(F)cc5)=N[C@@]45CC(=O)CC[C@]35C)[C@@H]1CCC2=O,99,112,112,116,104,104,97,117
CCCCC(Br)C(=O)OCC (stereo not drawn),102,113,101,103,109,111,90,109
CC12CC(=O)C3C(CCC4CC=CCC43C)C1CCC2=O (stereo not drawn),95,92,98,97,108,115,81,93
CNC(=O)Oc1ccc(N=Nc2ccccc2)cc1,102,109,115,88,118,108,76,109
C=CCC1(C(C)CCC)C(=O)NC(=S)N(C)C1=O (stereo not drawn),/,108,104,93,97,91,82,/
Cc1nc(CCN2CCCCC2)cs1,101,112,91,94,/,105,92,109

Screens deposited in PubChem by NCI.
